# Source: PubChem BioAssay
# SK-BR-3 tox 24h – SK-BR-3 proliferation inhibitors | SK-BR-3 viability, CellTiter-Glo ATP luminescence, 24 h; hits give low values | viability, % at 10 µM | hit rate 0.47% among 41,000 | AID 847;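 active means viability at or below the median of all test compounds minus 3 SD, in both replicates if run twice, cut at about 45% in these data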;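 further: 100% = median untreated cell wells and 0% = median positive control drug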
# Active calls of the source: *. Not all compounds are listed; count on the stated rates, not on these rows.
Structure,SK-BR-3 tox 24h
O=C(CSc1nnc(-c2ccccc2)o1)n1c2c(c3ccccc31)CCCC2,83.0
CN(C=C1C(=O)CC(C)(C)CC1=O)CCN1CCNCC1,91.5
COc1ccc(CNC(=O)c2c(O)c3cccc4c3n(c2=O)CCC4)cc1,94.1
Cc1ccc(S(=O)(=O)CCc2nnc(NC(=O)c3cnccn3)s2)cc1,81.6
CCn1c(COc2ccccc2C)nnc1SCC(=O)OC,89.5
O=C(CSc1ncn[nH]1)OCN1C(=O)c2ccccc2C1=O,94.2
O=C(C1CCN(S(=O)(=O)Cc2ccccc2)CC1)N1CCCc2ccccc21,56.1
O=C1C(c2ccncc2)=C(O)c2ccccc21,94.9
N[C@@H](Cc1ccccc1)c1nnc(SCc2ccccc2F)o1,94.5
O=C(Cc1c[nH]c2ccccc12)NCc1ccc2c(c1)OCO2,91.3
CCOC(=O)CSc1nc(-c2ccc3c(c2)OCO3)ccc1C#N,82.5
CCc1cc2c(CN3CCN(C)CC3)cc(=O)oc2cc1O,115.8

# Arranged by heavy-atom count (low to high): 3 of the compounds above.
Structure,SK-BR-3 tox 24h
CN(C=C1C(=O)CC(C)(C)CC1=O)CCN1CCNCC1,91.5
CCn1c(COc2ccccc2C)nnc1SCC(=O)OC,89.5
O=C(CSc1nnc(-c2ccccc2)o1)n1c2c(c3ccccc31)CCCC2,83.0

# The listing continues:
Structure,SK-BR-3 tox 24h
COc1cc(OC)cc(C(=O)Nc2ncc3c(n2)CC(C)(C)CC3=O)c1,98.6
COCCN(C(=O)Cn1nnc2ccccc21)C(C(=O)NC1CCCC1)c1cc(OC)ccc1OC (centres undefined),103.3
CCOc1ccccc1NC(=O)N1CCCC(c2nc3c(nnn3Cc3ccc(C)cc3)c(=O)[nH]2)C1 (centres undefined),77.4
COc1ccccc1NC(=O)COc1cccc(-n2cnnn2)c1,88.9
Cc1cc(C)c2c(CC(=O)Nc3ccc(Cl)cn3)coc2c1,73.3
O=C(c1cc2ccccc2o1)N1CCCCCC1,94.7
COc1ccc(OC)c(NC(=O)NC2(C(F)(F)F)Oc3ccccc3O2)c1,87.5
O=C(Nc1cccnc1)c1noc2c1CCCC2,92.8
Cc1ccccc1OCC(O)Cn1c(N2CCN(c3ccccc3)CC2)nc2c1c(=O)[nH]c(=O)n2C (centres undefined),93.3
O=C(O)CCCC(=O)Nc1ccc(N2CCCC2)cc1,94.3
COc1ccc(OC)c(NS(=O)(=O)c2ccc3c(c2)n(C)c(=O)n3C)c1,103.4
COc1ccc(C2=Nn3c(nnc3-c3cccnc3)SC2)cc1OC,116.2
CC(C)CNC(=O)C1CCN(c2ccc(S(=O)(=O)N3CCOCC3)cc2Cl)CC1,95.9
COC(=O)C1=C(C)n2nnnc2NC1c1ccc(Cl)cc1 (centres undefined),87.3
CCOc1cc(C(=O)N2CCN=C2SC)cc(OCC)c1OCC,74.8
CCOC(=O)C1CCN(S(=O)(=O)c2cc(Br)cc3c2N(C(=O)C2CC2)CC3)CC1,78.1
Cc1ccc(NCc2nnc(SCC(=O)Nc3ncc(C)s3)n2Cc2ccco2)c(C)c1,84.1
Cc1ccc(C)c(S(=O)(=O)n2cnc3ccccc32)c1,100.9
Cc1ccc(NC2=NC(C(=O)Nc3ccc(C)c(C)c3)CC(=O)N2)cc1 (centres undefined),93.7
Nc1nc(N2CCN(C/C=C/c3ccccc3)CC2)nc2ccccc12,68.1
Cc1nc(S(=O)(=O)N(C)c2ccccc2)c(C#N)c(C)c1Cl,73.2
COc1cc(OC)c(C2CC(=O)N3CN(c4ccccc4C)CSC3=C2C#N)cc1OC (centres undefined),103.7
COc1cc(C2C(C#N)=C(N)Oc3cc(C)n(CCN4CCOCC4)c(=O)c32)cc(OC)c1OC (centres undefined),96.8
O=C(Nc1c(Cl)cc(Cl)cc1C(=O)NCC1CCCO1)c1ccco1 (centres undefined),79.8
C=C(C)Cn1c(N(CCO)Cc2ccccc2)nc2c1c(=O)[nH]c(=O)n2C,94.1
O=C(NCCCN1CCN(Cc2ccccc2Cl)CC1)Nc1ccccc1,105.4
CCCCOc1ccccc1C1NC(=O)NC(C)=C1C(=O)OCCOC (centres undefined),137.1
COc1cccc2[nH]c3c(N4CCCC(C)C4)ncnc3c12 (centres undefined),80.5
Cc1c2c(nc3nc4ccccc4n13)CCCC2=O,87.5
CCOc1ccc2c(c1)c1nnc(SCC(=O)N3CCC(C)CC3)nc1n2C,85.5
Cc1cc(C)cc(OCc2nnc(SCC(=O)c3ccccc3)o2)c1,94.1
COCCn1c(N)c(C(=O)OCc2ccccc2)c2nc3ccccc3nc21,75.5
O=C(CN1C(=O)c2ccccc2S1(=O)=O)NCCSC1CCCCC1,109.9
O=C(NCc1ccco1)c1noc2c1CCCC2,97.5
Cc1cc(=O)oc2cc(OCC(=O)NCCCN3CCOCC3)ccc12,83.1
N[C@@H](Cc1ccc(O)c(I)c1)C(=O)O,76.2
Cc1ccsc1/C=c1\sc2ncnn2c1=O,70.3
CCOC(=O)c1c(NC(C)=O)no[n+]1[O-],110.0
CCCCNC1=C(Br)C(=O)CC(C)(C)C1,92.8
CCn1c(SCC(=O)n2nc(C)cc2C)nnc1-c1ccc2c(c1)OCO2,94.8
Nc1c(S(=O)(=O)c2cccs2)c2nc3ccccc3nc2n1CC1CCCO1 (centres undefined),82.6
N=c1c2c3c(sc2ncn1CCN1CCOCC1)CCCCC3,72.7
CC(C)OC(=O)CSc1nnc(Cc2ccccc2)n1C,99.0
COc1ccccc1C(=O)NCCN1CCN(C(=O)c2ccccc2OC)CC1,92.6
CC(=O)c1cccc(NC(=O)Nc2cccnc2)c1,90.2
Cc1ccc(CCNC(=O)C2CCCN(S(=O)(=O)c3cccc4nsnc34)C2)cc1 (centres undefined),75.2
O=C1c2ccccc2C(=O)N1CCCn1nnc(-c2ccc(N3CCOCC3)cc2)n1,90.9
O=S(=O)(c1ccc(-c2cn3ccccc3n2)cc1)N1CCOCC1,97.7
CCc1nc(NCc2ccco2)c2oc3ccccc3c2n1,77.1
CCOc1ccc(CSC2=NCCN2)cc1Cl,130.6
COc1ccc(OC)c(C2/C(=C(\O)c3ccc4c(c3)OCCO4)C(=O)C(=O)N2CCCN(C)C)c1 (centres undefined),99.3
O=C(Nc1cc(C(F)(F)F)ccc1N1CCCC1)c1ccc2c(c1)OCO2,92.3
CCCCOC(=O)c1cc(=O)[nH]c2ccccc12,91.5
COCCN1C(=O)c2ccc(C(=O)O)cc2C1=O,94.4
N#Cc1nc(-c2ccco2)oc1N1CCN(C(c2ccccc2)c2ccccc2)CC1,94.5
COc1cccc(NC=C2C(=O)OC3(CCCCC3)OC2=O)c1,102.3
Nc1cccc(C(=O)Nc2ccc3nc(-c4cccnc4)[nH]c3c2)c1,104.7
CSc1ccc(C2C3(C#N)C(N)=NC4(OCCO4)C23C#N)cc1 (centres undefined),100.4
Cc1ccc(C(C)C)c(OCC(=O)Nc2ccc(Cl)cn2)c1,72.1
CCOc1cc(C(=O)N2CCOCC2)ccc1OCc1ccccc1,89.0

# Later entries
Structure,SK-BR-3 tox 24h
Cn1c(SCc2ccc(Br)cc2)nnc1-c1ccncc1,89.6
Cc1ccccc1-n1c(=O)/c(=C\c2ccco2)s/c1=C(/C#N)C(=O)Nc1ccccc1,78.3
COc1cccc(C2=NO[C@@H]3C(=O)N(c4ccc5c(c4)OCCO5)C(=O)[C@H]23)c1OC,81.8
Cc1ccc(Cn2ncc3c(NCCCN4CCOCC4)ncnc32)cc1,74.9
CCNC(=O)N1c2ccc(OC)cc2C(C)=CC1(C)C,132.3
Cc1ccccc1OCc1nc2ccccc2c(=O)n1NC(=O)c1ccco1,100.2
Nc1c(NCCN2CCOCC2)c2ccccc2oc1=O,81.0
O=C1NCCCC1C(=O)Nc1ccccn1 (centres undefined),107.4
CSCCC(NC(=O)c1ccccc1)c1nc(-c2ccccc2)no1 (centres undefined),110.1
Cn1c(C(=O)O)c(CC(=O)Nc2ccc(F)cc2F)c2ccccc21,91.5
COc1cccc(S(=O)(=O)N2CCN(c3ccccc3F)CC2)c1,97.4
CCOC(=O)c1cnc2nc(COc3ccccc3)[nH]n2c1=O,102.0
Cc1cc(C)c2nc(-c3ccccn3)cc(C(=O)NCc3ccco3)c2c1,93.1
COC(=O)C1=C(C)NC(=O)NC1c1ccccc1 (centres undefined),67.5
O=C(NCCN1CCCC1)c1ccc2c(=O)n(CCc3ccccc3)c(=O)[nH]c2c1,85.3
O=c1c2ccccc2nc2n1CCN2,111.2
Cc1ccc(OCC(=O)N2CCCCCC2)c(C)c1,97.8
CC(C)c1ccc(-c2nnn(Cc3nc4ccccc4s3)n2)cc1,82.7
Cc1nc2ccccc2c2c1C(=O)N(C(C)C)C2=O,95.8
O=C(Nc1cccnc1)c1ccc(Oc2ccccc2)cc1,100.0
O=C(NCc1ccccn1)c1cc(-c2ccccc2)on1,94.7
Clc1ccc2oc(-c3ccccn3)nc2c1,111.0
COCCNc1nc2c(c(=O)n(C)c(=O)n2C)n1Cc1cccc(C(F)(F)F)c1,71.2
O=C(CSc1nnc(CNc2ccc(F)cc2)n1Cc1ccco1)N1CCCC1,85.7
CN(C)Cc1cc(C(C)(C)c2cc(CN(C)C)c(O)c(CN(C)C)c2)cc(CN(C)C)c1O,77.1
CSCc1nnc(NC(=O)c2ccc(S(=O)(=O)N(CC(C)C)CC(C)C)cc2)o1,106.4
CC1=C(C(=O)OCC2CCCO2)C(c2ccc(C)o2)C2=C(CC(c3ccc(N(C)C)cc3)CC2=O)N1 (centres undefined),76.3
COCCn1c(C23CC4CC(CC(C4)C2)C3)n[nH]c1=S,82.7
Cc1ccnc(NC(=O)CCC(=O)N(CC(=O)NCCc2ccccc2)Cc2ccco2)c1,89.7
CCOC(=O)Nc1sc(NS(=O)(=O)c2ccccc2)nc1C,116.6
Cc1cc(Oc2ccccc2)nc(OCC#N)n1,108.3
O=C1c2ccccc2NC(c2ccccn2)N1c1ccc(Cl)cc1 (centres undefined),89.1
CC(C)(C)NC(=O)CN(C(=O)CS(=O)CC(=O)Nc1ccc(F)cc1)c1ccc(Cl)cc1 (centres undefined),106.4
CCOC(=O)c1sc(C)c2c(=O)n(CC)nnc12,93.2
Cc1c(NCc2nc3ccccc3[nH]2)c(=O)n(-c2ccccc2)n1C,90.4
Cc1c(C(=O)N2CCOCC2)oc2c1C(=O)CC(C)(C)C2,83.9
Nc1nc(NCc2ccccc2)nc(-c2ccccc2)n1,85.6
CC1CCN(c2ccc(C(=O)NCCc3ccccc3)cn2)CC1,62.8
O=C1CC(c2ccccc2)NC(=O)N1 (centres undefined),106.2
CCCOc1ccccc1NC(=O)c1ccc(N)cc1,93.6
COC(=O)CSc1nc(-c2ccccc2)cc(-c2ccco2)c1C#N,110.9
Cc1nc2nc(-c3cccnc3)[nH]n2c(=O)c1Cc1ccccc1,94.6
CN(C)C(CNC(=O)NC1CCCCC1)c1cccnc1 (centres undefined),97.0
COc1ccc2c(c1OC)C(=O)OC2Nc1ccccc1S(=O)(=O)C(F)F (centres undefined),97.4
Cc1ccccc1-c1nnc(-c2ccc(Cl)cc2)o1,80.0
CCOC(=O)N1CCN(C(=O)c2ccc(N3C(=O)c4ccccc4C3=O)cc2)CC1,85.0
COc1ccc(/C=N\n2nnc3ccccc32)cc1,75.0
Cc1cccc(CS(=O)(=O)Cc2ccc(C(=O)NCc3ccco3)o2)c1,67.4
O=C(O)CSc1nnc(-c2ccncc2)n1CCc1ccccc1,108.2
CCOC(=O)c1cc2c(=O)n(C)c3ccccc3c2s1,97.8
O=C(O)C1C2C=CC(O2)C1C(=O)NCc1ccc(Cl)cc1 (centres undefined),106.2
CCS(=O)(=O)N1CCc2cc(OC)c(OC)cc2C1,91.6
O=C(NC1CCCC1)C(c1cccnc1)N(C(=O)c1csnn1)C1CC1 (centres undefined),99.9
c1ccc(CNc2ncnc3ccccc23)cc1,127.6
Cc1ccc(-c2noc(CCC(=O)N3CCN(c4cccc(C(F)(F)F)c4)CC3)n2)cc1,100.4
Cc1[nH]c(=O)[nH]c(=O)c1NC(=O)CSc1ncccc1-c1nc2ccccc2[nH]1,151.0
Cc1cc(C)n(-c2nc3c(c(=O)n(C)c(=O)n3C)n2Cc2cccc(Br)c2)n1,83.9
Cc1cccc(N2CC3=C(C2=O)C(c2ccccc2)NC(=O)N3C)c1 (centres undefined),91.8
CC1(C)CC(=O)C2=C(C1)OC(N)=C(C#N)C21C(=O)N(CN2CCOCC2)c2ccccc21 (centres undefined),97.3
CCN(Cc1ccccc1)C(c1ccncc1)c1nnnn1C(C)(C)C (centres undefined),76.1

# Next structures follow.
Structure,SK-BR-3 tox 24h
CCCNC(=O)c1ccccc1NC(=O)CN(c1ccccc1OCC)S(C)(=O)=O,89.3
CCOc1ccc(NC(=O)CNC(=O)c2ccc(OC)c(OC)c2)cc1,93.5
COc1ccc(CCNC(=O)CSc2nnnn2-c2ccccc2)cc1,90.4
Nc1cc(=O)nc(SCc2ccccc2)n1Cc1ccco1,91.8
COc1cccc(Cn2c(NCc3ccco3)nc3c2c(=O)n(C)c(=O)n3C)c1,56.1
Cn1c2c(c(=O)[nH]c1=O)C(NC(=O)c1ccco1)(C(F)(F)F)C(=O)N2 (centres undefined),78.5
O=C(CSc1nnnn1C1CCCCC1)NCCc1ccccc1,90.5
CCN(CC)S(=O)(=O)c1cccc(-c2nnc(SCC(=O)NCCC3=CCCCC3)n2N)c1,67.9
CCOC(=O)CSc1nnc(C)c(=O)[nH]1,89.7
O=C(OCC(O)CN1CCCCC1)C12CC3CC(CC(C3)C1)C2 (centres undefined),86.7
CCOC(=O)C1CCCN(c2c(NCCCN(CC)c3cccc(C)c3)c(=O)c2=O)C1 (centres undefined),69.4
